Pf growth 96h: inhibits malaria parasite growth, 96 h; P. falciparum luciferase reporter growth, 96 h; Potency, µM (top dose mostly 28.7 µM), for inactives: top-dose activity change, negative = inhibition, actives largely listed as inhibitors; 320,000 tested, 6.9% active; AID 504834; note: potency is the fitted concentration of half-maximal effect; % is set by controls: 0 for no effect and ±100 for the full control effect
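Plates of compound plus infected erythrocytes (2% hematocrit, 0.05% parasitemia final) incubate 96 hours, 37 C, 5% CO2. Detection reagent added; reduced luminescence from the parasites' luciferase reporter flags inhibition.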
CHX counter: counter-screen for Shiga toxin inhibitors: cycloheximide protein synthesis inhibition; AID 2314; 300,000 tested, 12% active; max response, %; cell reporter, cycloheximide protein synthesis inhibition counterscreen; in the data active = max response mostly above about 13%, no sharp cut-off; inactive = mostly below about 14%; note: read at 38.3 µM for the half of the compounds with a filed dose; 0% is about no effect
Pf growth 48h: P. falciparum growth inhibition at 48 hours (one generation); P. falciparum luciferase growth in erythrocytes, 48 h; 310,000 tested, 5.9% active; AID 504832; Potency, µM (titrated, usually from 28.7 µM), inactives show top-dose activity change, negative = inhibition, actives largely listed as inhibitors; note: potency is the fitted concentration of half-maximal effect; % is set by controls: 0 for no effect and ±100 for the full control effect
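Here the parasites carry a stable luciferase gene and grow inside erythrocytes in Albumax-based RPMI medium with compound for one erythrocytic cycle. Activity is scored as loss of luminescent signal.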
Shiga toxin inh: Shiga toxin inhibition; inhibition, % at 38.7 µM; 290,000 tested, 9.2% active; AID 2315; Vero cells, Shiga toxin protein synthesis inhibition reporter; in the data active = inhibition mostly above about 28%, no sharp cut-off; inactive = mostly below about 43%; note: 0% is about no effect
TbPYK inhibitor: inhibitors of Trypanosoma brucei pyruvate kinase. TbPYK enzyme, Kinase-Glo Plus ATP luminescence, 45 min. 410,000 tested, 0.12% active. Potency, µM (highest dose often 76.8 µM), for the others: at the highest dose activity, negative = inhibition, usual class: inhibitors. Q57TT1; note: potency is the fitted concentration of half-maximal effect; % is set by controls: 0 for no effect and ±100 for the full control effect; nearly all actives have a fitted effect of over 50% in size
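In this concentration-response screen, enzyme-free wells defined baseline while DMSO plates tracked drift. Each reaction combined TbPYK, substrate, compound and 130 uM ADP for 45 min at room temperature. Kinase-Glo Plus luminescence gave the signal.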
LmPK inh: LmPK (Leishmania mexicana) enzyme inhibition. Potency, µM (top dose mostly 57.5 µM), inactives show at the highest dose activity change, negative = inhibition, usual class: inhibitors. 290,000 tested, 0.37% active. AID 1721. purified LmPK, Kinase-Glo ATP luminescence, 1 h. Q27686; note: potency is the fitted concentration of half-maximal effect; % is set by controls: 0 for no effect and ±100 for the full control effect
Target sequence (Q27686 whole entry, looked up): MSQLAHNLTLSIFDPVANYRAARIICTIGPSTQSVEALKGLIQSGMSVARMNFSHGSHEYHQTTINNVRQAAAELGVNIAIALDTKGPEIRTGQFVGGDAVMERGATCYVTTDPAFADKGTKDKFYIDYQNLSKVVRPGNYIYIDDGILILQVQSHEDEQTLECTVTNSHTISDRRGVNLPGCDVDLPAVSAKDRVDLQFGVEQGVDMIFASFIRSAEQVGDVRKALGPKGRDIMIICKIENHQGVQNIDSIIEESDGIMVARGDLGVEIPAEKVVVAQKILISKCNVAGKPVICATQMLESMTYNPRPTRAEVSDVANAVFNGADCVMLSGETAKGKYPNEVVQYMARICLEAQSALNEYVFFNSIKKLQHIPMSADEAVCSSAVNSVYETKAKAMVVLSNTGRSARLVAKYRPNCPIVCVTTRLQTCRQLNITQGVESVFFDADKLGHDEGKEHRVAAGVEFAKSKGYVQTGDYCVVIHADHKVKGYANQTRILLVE
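Screened at intermediate enzyme activity to detect both inhibitors and activators: LmPK at 0.1 nM, with a 0.5 nM enzyme column as activation reference. PEP 0.5 mM, ADP 0.1 mM; ATP detected by luminescence after 1 h.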
AmpC inh no detg: AmpC beta-lactamase inhibition without detergent | P00811 | AmpC nitrocefin hydrolysis, absorbance 480 nm, 0.0001% Triton | Potency, µM (top dose mostly 57.1 µM), for the others: top-dose activity change, negative = inhibition, hits mostly inhibitors | 330,000 tested, 0.52% active | AID 485341;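 note: potency is the fitted concentration of half-maximal effect; plate controls were no compound for no effect and no enzyme for full effect; nearly all actives have a fitted effect of over 20% in size; some results filed as inactive show a strong effect at the top dose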
Target sequence (P00811 whole entry, looked up): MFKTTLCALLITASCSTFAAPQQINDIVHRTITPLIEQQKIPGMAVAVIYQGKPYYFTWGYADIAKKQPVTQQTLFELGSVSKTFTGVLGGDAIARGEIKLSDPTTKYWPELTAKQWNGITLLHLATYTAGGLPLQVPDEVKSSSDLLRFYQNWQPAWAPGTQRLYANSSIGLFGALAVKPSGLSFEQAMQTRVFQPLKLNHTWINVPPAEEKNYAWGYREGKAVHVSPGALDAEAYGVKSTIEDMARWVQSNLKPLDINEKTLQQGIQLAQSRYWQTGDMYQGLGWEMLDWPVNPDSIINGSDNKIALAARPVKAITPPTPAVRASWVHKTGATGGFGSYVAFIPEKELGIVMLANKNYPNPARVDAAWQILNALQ
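AmpC (5.3 nM in the dispensed reagent) in 20 mM phosphate pH 7.0 with 0.01% (detergent screen) or 0.0001% Triton X-100 was preincubated with compounds for 15 min at room temperature. Nitrocefin was then added from an 800 uM solution, and hydrolysis was followed at 480 nm.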
* marks the source's active call; other numbers are inactive results; [ ] = another dose, or the depositor's remark. Unless noted, calls come from the whole dose curve; as a rule, active = well fitted curve in the direction sought with a large enough effect; inconclusive = small, poorly fitted or top-dose-only effect, or another doubt; inactive = no such curve, though single readings can be large; an effect the other way counts as inactive or inconclusive.

Screening OC(CN1CCN(c2cccc(Cl)c2)CC1)c1ccccc1 (stereo not drawn) returned Pf growth 96h -2%, CHX counter 2, Pf growth 48h -26%, Shiga toxin inh -2, TbPYK inhibitor 3%, LmPK inh 3% and AmpC inh no detg -4%.
For COc1ccc(OC)c(CC(NC(C)=O)C(=O)NC2CCN(c3nc(C)cc(C)c3C#N)CC2)c1 (stereo not drawn) the results were Pf growth 96h 17%, CHX counter -1, Pf growth 48h 15%, Shiga toxin inh -14, LmPK inh 4% and AmpC inh no detg -4%.
For O=C(CSCc1cnn(-c2ccccc2)c1-n1cccc1)NCc1ccc2c(c1)OCO2 the results were Pf growth 96h 31%[activator], CHX counter 0, Pf growth 48h inconclusive, Shiga toxin inh 12, TbPYK inhibitor -3%, LmPK inh 7% and AmpC inh no detg -8%.
`CCCCN(C(=O)CSc1nnc2ccccn12)c1c(N)n(Cc2ccccc2)c(=O)[nH]c1=O` gave Pf growth 96h inconclusive, CHX counter -5, Pf growth 48h inconclusive, Shiga toxin inh -8, TbPYK inhibitor 1%, LmPK inh 3% and AmpC inh no detg 58%.
Cc1oc(-c2ccccc2F)nc1CN1CCC(C(=O)NCCC2=CCCCC2)CC1 was read as Pf growth 96h inconclusive, CHX counter 19, Pf growth 48h 1%, Shiga toxin inh -16, TbPYK inhibitor -15%, LmPK inh 1% and AmpC inh no detg 31%.
`COc1ccc(C(=O)N/N=C/c2sc(=O)n(Cc3cccc(C(=O)O)c3)c2Cl)cc1` gave Pf growth 96h -17%, CHX counter -1, Pf growth 48h -11%, Shiga toxin inh 13, TbPYK inhibitor -5%, LmPK inh -2% and AmpC inh no detg -33%.
`Cc1nc(NCC2CCCO2)[nH]c(=O)c1CCC(C)C` (stereo not drawn) gave Pf growth 96h inconclusive, CHX counter 1, Pf growth 48h 14%, Shiga toxin inh -4, TbPYK inhibitor -13%, LmPK inh -2% and AmpC inh no detg -2%.
For Cc1noc(C)c1COc1ccc(C(=O)N2CCN(S(=O)(=O)c3ccc(Cl)cc3)CC2)cc1 the results were Pf growth 96h inconclusive, Pf growth 48h -17%, TbPYK inhibitor -8% and AmpC inh no detg 2%.
Screening COc1ccc(NC(=O)NNC(=O)COc2ccc3ccccc3c2)cc1OC returned Pf growth 96h 15%, CHX counter 0, Pf growth 48h 16%, Shiga toxin inh -6, TbPYK inhibitor -1%, LmPK inh -4% and AmpC inh no detg -28%.
For CCC(CCC(=O)Nc1nncs1)C(=O)O (stereo not drawn) the results were Pf growth 96h 24%, CHX counter -2, Shiga toxin inh -17, LmPK inh -3% and AmpC inh no detg -7%.
`O=C(CSc1nccn1Cc1ccco1)Nc1cccc(F)c1` gave Pf growth 96h 44%[activator], CHX counter 27*, Pf growth 48h 1%, Shiga toxin inh 39*, TbPYK inhibitor 2%, LmPK inh -6% and AmpC inh no detg -12%.
CCN(CC)C1CCN(c2nc3nonc3nc2NCCOC)C1 (stereo not drawn) was read as Pf growth 96h inconclusive, CHX counter 1, Pf growth 48h 9%, Shiga toxin inh 18, TbPYK inhibitor 2%, LmPK inh 4% and AmpC inh no detg -16%.
COc1ccc(-n2c(SCC(=O)NCc3ccco3)nc3sc4c(c3c2=O)CCN(C)C4)cc1 was read as Pf growth 96h inconclusive, CHX counter 20, Pf growth 48h inconclusive, Shiga toxin inh 22, TbPYK inhibitor -3%, LmPK inh 1% and AmpC inh no detg 81%[activator].
CCCNC(=O)CNC(=S)N(Cc1ccccc1F)C1CCCCC1 was read as Pf growth 96h inconclusive, CHX counter -11, Pf growth 48h inconclusive, Shiga toxin inh 5, TbPYK inhibitor -4%, LmPK inh 0% and AmpC inh no detg 68%[activator].
`O=C(CCCN1C(=O)/C(=C/c2ccc(F)cc2)SC1=S)NC1CCS(=O)(=O)C1` (stereo not drawn) gave Pf growth 96h 10µM*, CHX counter 13, Pf growth 48h 9.3µM*, Shiga toxin inh -4, TbPYK inhibitor 4%, LmPK inh 1% and AmpC inh no detg 126%[activator].
For CC(C)CCN(N=O)[C@@H](Cc1ccccc1)CN(N=O)[C@@H](Cc1ccccc1)CN(C)N=O the results were Pf growth 96h inconclusive, CHX counter -3, Pf growth 48h inconclusive, Shiga toxin inh -7, TbPYK inhibitor 2%, LmPK inh -1% and AmpC inh no detg 36%.
For CCCN1C(=O)/C(=C\c2ccncc2)SC1=Nc1ccccc1 the results were Pf growth 96h inconclusive, CHX counter -7, Pf growth 48h 12µM*, Shiga toxin inh -13, TbPYK inhibitor 0%, LmPK inh -1% and AmpC inh no detg 132%[activator].
For COCCCNc1nc2c([nH]1)c(=O)[nH]c(=O)n2C the results were Pf growth 96h 0%, CHX counter -4, Pf growth 48h 11%, Shiga toxin inh -28, TbPYK inhibitor 0%, LmPK inh -2% and AmpC inh no detg -32%.
`COc1cccc(NC(=O)CNC(=O)c2ccc([N+](=O)[O-])cc2)c1` gave Pf growth 96h 38%[activator], CHX counter -5, Pf growth 48h 3%, Shiga toxin inh -4, TbPYK inhibitor 4%, LmPK inh 0% and AmpC inh no detg -20%.
For CCS(=O)(=O)N1CCN(C(=O)c2cc(OC)cc(OC)c2)CC1 the results were Pf growth 96h -26%, CHX counter 2, Pf growth 48h 10%, Shiga toxin inh -12, TbPYK inhibitor -1%, LmPK inh 4% and AmpC inh no detg -17%.
CCc1nnc(NC(=O)Cc2ccc(OCc3c(C)noc3C)cc2)s1 was read as CHX counter -1, Pf growth 48h inconclusive, Shiga toxin inh 16, TbPYK inhibitor 3%, LmPK inh 4% and AmpC inh no detg -16%.
For O=C(CC12CC3CC(CC(Br)(C3)C1)C2)NC1CCCC1 the results were Pf growth 96h 35%[activator], CHX counter -2, Pf growth 48h -3%, Shiga toxin inh -5, TbPYK inhibitor 5%, LmPK inh 0% and AmpC inh no detg -16%.
`CC(=O)N1c2c(cc(Br)cc2S(=O)(=O)N2CCN(c3ccccn3)CC2)CC1C` (stereo not drawn) gave Pf growth 96h inconclusive, CHX counter 9, Pf growth 48h inconclusive, Shiga toxin inh -20, TbPYK inhibitor -2%, LmPK inh 6% and AmpC inh no detg 149%[activator].
`Cc1c(Cl)cccc1NC(=O)CSc1nnc(C)n1-c1ccccc1` gave CHX counter -2, Pf growth 48h -9%, Shiga toxin inh 2, TbPYK inhibitor 0%, LmPK inh 5% and AmpC inh no detg 27%.
`CN1CCN(C2=NC(=O)/C(=C/c3cn[nH]c3-c3ccccc3)S2)CC1` gave Pf growth 96h 0%, CHX counter -4, Pf growth 48h inconclusive, Shiga toxin inh -7, TbPYK inhibitor -14%, LmPK inh 1% and AmpC inh no detg 3%.
Screening CCN(CC)CCNCc1cc(Cl)c(OCC(=O)Nc2ccccc2)c(OC)c1 returned Pf growth 96h inconclusive, CHX counter -2, Pf growth 48h inconclusive, Shiga toxin inh 12, TbPYK inhibitor -2%, LmPK inh 1% and AmpC inh no detg 28%.
`O=C(O)c1cc(S(=O)(=O)NCC2CCCO2)ccc1Cl` (stereo not drawn) gave Pf growth 96h 2%, CHX counter -1, Pf growth 48h 1%, Shiga toxin inh -13, TbPYK inhibitor 3%, LmPK inh -1% and AmpC inh no detg -14%.
Screening CN(Cc1ccco1)C(=O)Cn1nc(-c2ccc(Cl)cc2)ccc1=O returned Pf growth 96h -5%, CHX counter -3, Pf growth 48h -10%, Shiga toxin inh -10, TbPYK inhibitor 3%, LmPK inh -2%[11.5 µM] and AmpC inh no detg 101%[activator].
For CCCN(S(=O)(=O)c1ccccc1F)S(=O)(=O)c1ccccc1Br the results were Pf growth 96h 14%, CHX counter -1, Pf growth 48h -14%, Shiga toxin inh -6, TbPYK inhibitor -7%, LmPK inh -2% and AmpC inh no detg -31%.
O=C(N=c1ccn(-c2nc3ccccc3nc2NS(=O)(=O)c2ccc(Cl)cc2)cc1)c1ccccc1Cl was read as Pf growth 96h -9%, CHX counter 3, Pf growth 48h -7%, Shiga toxin inh -14, LmPK inh 2% and AmpC inh no detg -14%.
`CCOC(=O)c1ccc(NC(=O)COC)cc1` gave Pf growth 96h 15µM*, CHX counter 11*, Pf growth 48h 48%[activator], Shiga toxin inh 35*, TbPYK inhibitor 1%, LmPK inh -2% and AmpC inh no detg -13%.
For O=[N+]([O-])c1cc(S(=O)(=O)Nc2cccc(Cl)c2)ccc1N=Nc1c(O)[nH]c2ccccc12 the results were Pf growth 96h inconclusive, CHX counter -2, Pf growth 48h inconclusive, Shiga toxin inh -8, TbPYK inhibitor 0%, LmPK inh -1% and AmpC inh no detg -27%.
Cc1cccc(NC(=S)NCc2ccco2)c1C was read as Pf growth 96h -4%, CHX counter -1, Pf growth 48h -15%, Shiga toxin inh -1, TbPYK inhibitor 5%, LmPK inh -4% and AmpC inh no detg -13%.
Screening COc1cc(NC(=O)CN2CCN(c3ccccc3F)CC2)cc(OC)c1 returned CHX counter -2, Pf growth 48h 3%, Shiga toxin inh -23, TbPYK inhibitor 10%, LmPK inh 1% and AmpC inh no detg 31%.
O=c1c2c3c(sc2n(CCN2CCOCC2)c(=O)n1Cc1ccco1)CCCCC3 was read as Pf growth 96h 2.6µM*, CHX counter 3, Pf growth 48h inconclusive, Shiga toxin inh -2, TbPYK inhibitor -7%, LmPK inh 4% and AmpC inh no detg 81%[activator].
Screening COc1ccc(CN(C(=O)c2ccccc2Br)C2CCS(=O)(=O)C2)cc1 (stereo not drawn) returned Pf growth 96h 9%, CHX counter -4, Pf growth 48h 10%, Shiga toxin inh -7, TbPYK inhibitor 7%, LmPK inh -2% and AmpC inh no detg 1%.
For Cc1nc2c3cc(Cl)ccc3n(CCN3CCCCC3)c2s1 the results were CHX counter -4, Pf growth 48h inconclusive, Shiga toxin inh -6, TbPYK inhibitor inconclusive, LmPK inh -3% and AmpC inh no detg 22%.
For COc1ccc(C(=O)NCC(=O)OCC(=O)N2CCN(S(=O)(=O)c3ccccc3)CC2)cc1 the results were Pf growth 96h 30%, CHX counter -3, Pf growth 48h -9%, Shiga toxin inh -7, TbPYK inhibitor -9%, LmPK inh -4% and AmpC inh no detg -1%.

Four consecutive entries from above:
O=c1c2c3c(sc2n(CCN2CCOCC2)c(=O)n1Cc1ccco1)CCCCC3 was read as Pf growth 96h 2.6µM*, CHX counter 3, Pf growth 48h inconclusive, Shiga toxin inh -2, TbPYK inhibitor -7%, LmPK inh 4% and AmpC inh no detg 81%[activator].
Screening COc1ccc(CN(C(=O)c2ccccc2Br)C2CCS(=O)(=O)C2)cc1 (stereo not drawn) returned Pf growth 96h 9%, CHX counter -4, Pf growth 48h 10%, Shiga toxin inh -7, TbPYK inhibitor 7%, LmPK inh -2% and AmpC inh no detg 1%.
For Cc1nc2c3cc(Cl)ccc3n(CCN3CCCCC3)c2s1 the results were CHX counter -4, Pf growth 48h inconclusive, Shiga toxin inh -6, TbPYK inhibitor inconclusive, LmPK inh -3% and AmpC inh no detg 22%.
For COc1ccc(C(=O)NCC(=O)OCC(=O)N2CCN(S(=O)(=O)c3ccccc3)CC2)cc1 the results were Pf growth 96h 30%, CHX counter -3, Pf growth 48h -9%, Shiga toxin inh -7, TbPYK inhibitor -9%, LmPK inh -4% and AmpC inh no detg -1%.
